Assay outcomes (PubChem BioAssay)
LDHA block = blocks human lactate dehydrogenase A | purified LDHA, NADH/diaphorase-resazurin fluorescence; active compounds read low | activity change, % (values are at about 110 or 230 µM) | AID 1347041 | 0.15% of 480,000 active | P00338; in the data active means activity change below about -30%; inconclusive means mostly about -25% to -30%;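 further: plate controls were DMSO wells for no effect and wells without enzyme for full effect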
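Remaining NADH was detected by diaphorase (0.133 mg/mL) converting 37 µM resazurin to fluorescent resorufin, read at 0 and 20 minutes. The preceding 5-minute room-temperature reaction used 2 nM LDHA, 0.2 mM sodium pyruvate and 0.06 mM NADH at pH 7.4.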
Active calls of the source: *; ? = inconclusive. This is a subset; the hit share may differ from the screen's.

SMILES | LDHA block
Cc1cc2cc(NS(=O)(=O)c3c(C)cccc3[N+](=O)[O-])ccc2[nH]1 | 11
O=C(NC(c1ccccc1)c1ccccn1)c1cccc[n+]1[O-] (centres undefined) | 2
Cc1ccc(N/N=C/C=C/c2ccccc2)cc1Cl | ?
[O-][n+]1cn(O)cc1/C=N/O | -4
Cc1cc(C)c2nc(Nc3nc(C(C)C)cc(=O)[nH]3)nc(C)c2c1 | -32*
CCOC(=O)C1CCCN(C(=O)c2ccc3c(c2)[nH]c(=O)c(=O)n3CC)C1 (centres undefined) | -8
COc1ccc(F)cc1C(=O)C(=O)O | -13
C=C(C)CN1CCN(C(C(=O)O)c2c(-c3ccccc3)[nH]c3ccccc23)CC1 (centres undefined) | 7
CCONC(=O)C(NC(=O)c1ccc(Cl)cc1)C(C)CC (centres undefined) | 0
O=C(O)/C=C/c1cccc(Cl)c1 | 1
CC(C)c1cn(CC[C@@H]2CC[C@@H](NC(=O)C3CCCCC3)[C@@H](CO)O2)nn1 | 6
CCOCCOC(C)C(=O)NCC(C)(C)c1ccccc1OC (centres undefined) | 3
Cc1[nH]c(C)c(S(=O)(=O)NCCC(=O)NCc2ccccc2Cl)c1C(=O)N1CCCCC1 | ?
Cn1nc(C(=O)Oc2cccc(Cl)c2Cl)c2ccccc2c1=O | -8
CCCc1ccc(C(=O)/C(C#N)=C\c2cn[nH]c2C(C)(C)C)cc1 | 10
CCN(C(=O)c1cccc(C(N)=O)c1)C1CC1 | 4
FC(F)(F)c1cc(N=Cc2ccc(-c3ccccc3)cc2)cc(C(F)(F)F)c1 | -1
O=C1NC[C@@H](CCCCN2C[C@H](Cc3ccccc3)N(CCC3CCCCC3)C(=O)C2=O)N(CCc2ccccc2)C1=O | 1
CC(NC(=O)CCCC(=O)O)C12CC3CC(CC(C3)C1)C2 (centres undefined) | 10
COc1cccc(N2C(=O)CN(S(C)(=O)=O)CC2(C)C(=O)NCc2ccc(C)cc2)c1 (centres undefined) | -7

As a short view, part of the list above:
SMILES | LDHA block
Cc1cc2cc(NS(=O)(=O)c3c(C)cccc3[N+](=O)[O-])ccc2[nH]1 | 11
O=C(NC(c1ccccc1)c1ccccn1)c1cccc[n+]1[O-] (centres undefined) | 2
Cc1ccc(N/N=C/C=C/c2ccccc2)cc1Cl | ?
[O-][n+]1cn(O)cc1/C=N/O | -4
Cc1cc(C)c2nc(Nc3nc(C(C)C)cc(=O)[nH]3)nc(C)c2c1 | -32*
CCOC(=O)C1CCCN(C(=O)c2ccc3c(c2)[nH]c(=O)c(=O)n3CC)C1 (centres undefined) | -8
COc1ccc(F)cc1C(=O)C(=O)O | -13
C=C(C)CN1CCN(C(C(=O)O)c2c(-c3ccccc3)[nH]c3ccccc23)CC1 (centres undefined) | 7
CCONC(=O)C(NC(=O)c1ccc(Cl)cc1)C(C)CC (centres undefined) | 0
O=C(O)/C=C/c1cccc(Cl)c1 | 1
CC(C)c1cn(CC[C@@H]2CC[C@@H](NC(=O)C3CCCCC3)[C@@H](CO)O2)nn1 | 6
CCOCCOC(C)C(=O)NCC(C)(C)c1ccccc1OC (centres undefined) | 3
Cc1[nH]c(C)c(S(=O)(=O)NCCC(=O)NCc2ccccc2Cl)c1C(=O)N1CCCCC1 | ?
Cn1nc(C(=O)Oc2cccc(Cl)c2Cl)c2ccccc2c1=O | -8
CCCc1ccc(C(=O)/C(C#N)=C\c2cn[nH]c2C(C)(C)C)cc1 | 10
CCN(C(=O)c1cccc(C(N)=O)c1)C1CC1 | 4
FC(F)(F)c1cc(N=Cc2ccc(-c3ccccc3)cc2)cc(C(F)(F)F)c1 | -1
O=C1NC[C@@H](CCCCN2C[C@H](Cc3ccccc3)N(CCC3CCCCC3)C(=O)C2=O)N(CCc2ccccc2)C1=O | 1

New compounds follow
SMILES | LDHA block
CCc1cccc(NC(=S)N(CCC(C)C)C(C)c2cccs2)c1 (centres undefined) | 4
Cc1nc(-c2cc3ccc(OCC(=O)NCCO)cc3oc2=O)cs1 | 1
CS(=O)(=O)Nc1ccc(C2=NN(C(=O)CCC(=O)O)C(c3ccc(F)cc3)C2)cc1 (centres undefined) | -9
COc1ccc(C2=NOC(Cn3cnc4c3c(=O)n(C)c(=O)n4C)C2)cc1 (centres undefined) | 3
O=C(Nc1ccccc1-c1ccccc1)c1ccccc1Cl | 0
COc1ccccc1OCc1ccc(C(=O)OC2CCCCC2)o1 | 7
CN(C)CCCNC(=O)c1nc2ccccc2c(=O)[nH]1 | 13
CCn1c(CNC(C)c2ccc(F)c(F)c2)nc2cc(S(=O)(=O)N(C)C)ccc21 (centres undefined) | -3
CCc1ccccc1NC(=O)CN(C)C(=O)c1cc(=O)c2cc(C)ccc2o1 | -3
CCC(C)NC(=O)C(=O)NCCc1c[nH]c2ccccc12 (centres undefined) | 0
Cc1cccc(N2CCN(C3C(=O)Nc4ccccc4-n4nnnc43)CC2)c1C (centres undefined) | 0
COC(=O)c1ccc(OC(=O)c2ccc(SC)cc2OC)cc1 | 0
CCN(Cc1ccccc1)c1sc(S(=O)(=O)CC)nc1S(=O)(=O)c1ccc(C)cc1 | 11
OC(C#Cc1ccccc1)C#CC(O)(c1ccccc1)c1ccccc1 (centres undefined) | -4
O=C(Nc1ccc(Nc2ccccc2)nc1)c1cccc[n+]1[O-] | 27
CC(C)Cc1nc(N2CCOCC2)c(C#N)c2c1CCCC2 | -2
N#Cc1ccc(C2Nc3ccccc3C(=O)N2c2ccc(Cl)cc2)cc1 (centres undefined) | -2
CNC(=O)c1cc(=O)n(CC(=O)Nc2ccccc2)c2ccccc12 | 5
O=C(CN1CCN(c2ccc([N+](=O)[O-])c3cnccc23)CC1)Nc1ccccc1F | -7
CC(C)c1cc(=O)oc2cc(OS(=O)(=O)c3ccc(F)cc3)ccc12 | -22
Cc1cccc(C(=O)NCCSC(F)(F)F)n1 | 1
CCc1ccc(CNc2nc3nc(CC)cc(=O)n3[nH]2)cc1 | 9
Cc1[nH]c2ccccc2c1C(=O)N1CCN(S(=O)(=O)c2ccc(F)cc2)CC1 | -2
O=c1c2ccccc2c(-c2nnc(SCC3CCCO3)o2)nn1Cc1ccccc1 (centres undefined) | -6
O=C(Nc1ccc(CC(=O)N2CCOCC2)cc1)c1cccc(Cl)c1 | 0
COc1cc(C(=O)Nc2ccc3oc(-c4ccccc4C)nc3c2)cc(OC)c1OC | 1
Cc1cc2oc(C(=O)N3CCN(c4cccc(Cl)c4)CC3)cc(=O)c2cc1C | -14
NC(=O)c1ccc(NC(=O)Cn2nc(-c3cccs3)c3ccccc3c2=O)cc1 | -3
O=C(COc1cccc(Br)c1)OCc1coc(-c2ccccc2)n1 | 7
CCCNC(=O)C(C)OC(=O)c1cc(=O)[nH]c2ccccc12 (centres undefined) | 3
Cc1cc2c(cc1C)-c1ccccc1C2=O | -2
CC(=O)Oc1ccc2c(=O)c(Oc3ccccc3Br)c(C)oc2c1 | -6
Oc1cccc(CN2CCN(c3ncc(Cc4ccccc4)cn3)CC2)c1 | 6
Cc1ccc(-c2n[nH]c(=O)c3ccccc23)cc1S(=O)(=O)N1CCCCC1 | 0
Cc1ccc(SC(C)C(=O)NC(C)(C#N)C(C)C)cc1C (centres undefined) | 2
Cc1cc(C)c2ccc(C(=O)O)cc2n1 | 4
Cc1cccc(C(=O)OCCCN(C)C)c1 | -9
COc1cccc(/C(C)=N/NC(=O)C2CC2)c1 | 2
CC(NC(=O)C(C)(Cl)Cl)C12CC3CC(CC(C3)C1)C2 (centres undefined) | 3
CC(C)NC(=S)NN=C1CCCCC1 | 6
CCOc1ccc(C2C(C(=O)c3ccc(C)o3)=C(O)C(=O)N2Cc2cccnc2)cc1OC (centres undefined) | 10
CC(C)C(=O)Nc1ccc(F)c(F)c1 | 2
CC(C)(C)NC(=O)C1c2ccccc2OCC(=O)N1Cc1ccco1 (centres undefined) | -6
O=C(/C=C/c1ccc(-c2ccccc2)s1)N(Cc1ccco1)C1CC1 | -7
O=C(CCC(=O)N1CCC(c2noc3ccc(F)cc23)CC1)N1CCCCCC1 | 3
CC1CCc2c(sc(NC(=O)C(C)C)c2C#N)C1 (centres undefined) | 7
CCc1ccc(-c2nc(SC(C(=O)N(CC)CC)c3ccccc3)n[nH]2)cc1 (centres undefined) | 0
CNC(=O)NC(=O)C(C)Sc1ncnc2ccccc12 (centres undefined) | -5
CC(C)C(NC(=O)CSc1ccccc1F)c1ccc2c(c1)OCCCO2 (centres undefined) | 8
CC(C)c1ccc(NS(=O)(=O)c2c[nH]c3ccc([N+](=O)[O-])cc23)cc1 | 0
O=C(COc1ccccc1Cl)OCc1cccc(COC(=O)COc2ccccc2Cl)c1 | 3
Cc1ccc(NC(C)(C)c2nnnn2-c2ccc(C)cc2)cc1 | -16
Cc1cc(=O)n2[nH]c(NC(=O)c3ccccc3F)nc2n1 | -8
C=Cc1ccc(CN2C(=O)N(c3cc(OC)cc(OC)c3)S(=O)(=O)c3ccccc32)cc1 | -3
CCCN(C)C1CN(Cc2cn(Cc3cc(C)cc(C)c3)nn2)S(=O)(=O)C1 (centres undefined) | 0
CC(C)(C)N1CC(c2nc3ccccc3n2Cc2cccc3ccccc23)CC1=O (centres undefined) | 4
CCOC(=O)NC(Nc1ccc(F)c(F)c1)(C(=O)OCC)C(F)(F)F (centres undefined) | 1
CC(C)(O)C#Cc1ccc(C(=O)N2CCN(C/C=C/c3ccccc3)CC2)cc1 | 3
O=C(CSc1ccccc1)Nc1cc(Cl)ccc1C(=O)O | 0
COc1ccc(-c2nc3cnccc3o2)cc1NC(=O)c1cccnc1 | 2

Other entries
SMILES | LDHA block
COC(=O)c1ccccc1NC(=O)C1=C(c2ccccc2)S(=O)(=O)CCO1 | 0
O/N=C/c1c(F)c(F)c(F)c(F)c1F | 2
COc1ccc(-c2noc(-c3cccc(OCC(=O)N(C)C)c3)n2)cc1 | -3
CC(C)(C)c1ccc(OCC(=O)Nc2onc3c2CCCC3)cc1 | 1
O=C(NC1CCCCC1)c1ccc2c3c(cccc13)CC2 | -2
CCc1sc(C(=O)OCC(=O)c2ccc3c(c2)OCCO3)cc1C | 15
Cn1c(CN2CCOCC2)nnc1SCc1ccc(Cl)c(Cl)c1 | 0
CCCC1(CC)NC(=O)N(c2ccc(Br)cc2)N1 (centres undefined) | 5
CCOc1ccc(-c2cc(-c3nc(-c4cccnc4)no3)[nH]n2)cc1 | -1
O=C1CC(c2cccc(Cl)c2)Cc2nc3nc(C(F)(F)F)nn3cc21 (centres undefined) | -7
COc1ccc(C(=O)N2CCC(C(=O)N(C)Cc3ccc(C)cc3)CC2)c2ccccc12 | 8
CN(C)CCSc1nc(N2CCOCC2)c2c(c1C#N)CCCC2 | 2
COc1ccc(OC)c(C2CC(=O)N(c3ccccc3)C3=C2C(=O)OC3)c1 (centres undefined) | 6
O=C(Nc1ccc(Cl)cc1)C1CCN(c2cnc3ccccc3n2)CC1 | -1
O=C(Cc1cccs1)Nc1ccc2c(c1)OCCCO2 | 9
COc1ccc(OC)c(C2CCCN2CC(=O)N2CCN(c3cccc(C)c3)CC2)c1 (centres undefined) | 0
O=C1c2cccc3cccc(c23)N1S(=O)(=O)c1cccs1 | -16
CS(=O)(=O)N1CCN(C(C(=O)O)c2c[nH]c3ccc(Cl)cc23)CC1 (centres undefined) | -1
COCCn1c(C)cc(C(=O)COC(=O)c2c(C)nn(Cc3ccccc3)c2Cl)c1C | 9
O=C(Cc1n[nH]c(=O)c2ccccc12)N1CCCC1 | -2
CS(=O)(=O)N1CCCc2cc(-c3csc(N)n3)ccc21 | 12
O=C(CCc1c[nH]c2ccccc12)Nc1ccc(Cl)c(Cl)c1 | 14
C/C(=N\NC(=O)C(c1ccccc1)c1ccccc1)C(C)(C)C | 0
CCCCNC(=O)C1c2ccccc2OCC(=O)N1CCCN1CCOCC1 (centres undefined) | -8
Fc1ccccc1-c1nnc(SCc2cccc(F)c2F)n1C1CC1 | 1
N#C/C(=C\c1cn(CC(=O)NCc2ccco2)c2ccccc12)C(=O)NC1CCCCC1 | 0
CCCC(=O)Nc1ccc2oc(-c3cccc(Cl)c3)nc2c1 | -1
Cc1ccc(NC(=O)COc2ncnc3ccccc23)c(C)c1 | 8
CCCNC(=O)Cc1ccc(NC(=O)N2CCSc3ncccc32)cc1 | -3
CCOc1ccc(C(C)NC(=O)OC)cc1 (centres undefined) | 2
O=C(O)/C=C/c1ccc([N+](=O)[O-])cc1 | 9
CC(C)CCNC(=O)c1cc2ccccc2oc1=O | -2
CN1CCN(c2ccc3c(c2)OC[C@@H](Cc2ccccc2)NS3(=O)=O)CC1 | -14
Cn1c(C=C(C#N)C#N)ccc1-c1cc(Cl)ccc1Cl | 7
O=C(/C=C/c1ccccc1)OCC1C(COC(=O)/C=C/c2ccccc2)C1(Cl)Cl (centres undefined) | 2
Cc1cccc(NC(=O)c2ccc3[nH]c(C)c(C)c3c2)c1C | 7
CN(Cc1cccs1)c1ncnc2ccc(-c3ccc4cnn(C)c4c3)cc12 | -3
O=C(NCc1ccccc1)OC1CC2CC1[C@H]1CCCCN1C2=O (some centres undefined) | -8
O=C(Oc1ccccc1)C1C2CCCC1C2c1ccccc1 (centres undefined) | -5
CCC(C)NC(=O)Nc1ccc(-c2noc(-c3ccc(C)s3)n2)cc1 (centres undefined) | -4
N#Cc1ccc(S(=O)(=O)NCCc2ccc(-n3cccn3)cc2)cc1 | 11
CCNC(=O)NC(=O)C(C)OC(=O)CSc1ccc(Br)cc1 (centres undefined) | -2
COc1cccc(OCCNC(=O)c2ccc3[nH]c(C)c(C)c3c2)c1 | -13
COc1cc(OC)cc(C2=Cc3ccccc3C(CC(=O)c3ccco3)N2c2ccc(-c3cnc(OC)nc3)cc2)c1 (centres undefined) | 6
O=C1CC(C(=O)Nc2ccc3c(c2)OCCO3)N=C(N2CCN(c3ccccc3)CC2)N1 (centres undefined) | 3
CCOc1cc(C(=O)Nc2ccc3oc(=O)ccc3c2)cc(OCC)c1OCC | 1
